# Bioassay records: PubChem BioAssay, several laboratories
# PostGolgi ctrl = growth of the yeast control strain, post-Golgi counter-screen | efflux-deficient yeast background strain, growth absorbance A615, 16 h | inhibition, % at 10 µM | 98,000 tested, 5% active | AID 738
# Ecoli WT expand = blocks growth of wild type E. coli BW25113 | OD600 absorbance | 98,000 tested, 0.15% active | growth inhibition, % at 100 µM;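 active means growth inhibition above about 50% at one test dose, limit read from the data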;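 further: growth measured after 20 h incubation at 37 °C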
# sEH inhibitor = inhibitors of human soluble epoxide hydrolase. P34913. recombinant human sEH enzymatic activity assay. inhibition, % at 2 µM. 91,000 tested, 0.34% active. AID 707; in the data active means inhibition above about 80%; further: values of inactives mirror those of a sister screen read the other way; many of its hits are not listed in these tables
# Target sequence (P34913 whole entry, looked up): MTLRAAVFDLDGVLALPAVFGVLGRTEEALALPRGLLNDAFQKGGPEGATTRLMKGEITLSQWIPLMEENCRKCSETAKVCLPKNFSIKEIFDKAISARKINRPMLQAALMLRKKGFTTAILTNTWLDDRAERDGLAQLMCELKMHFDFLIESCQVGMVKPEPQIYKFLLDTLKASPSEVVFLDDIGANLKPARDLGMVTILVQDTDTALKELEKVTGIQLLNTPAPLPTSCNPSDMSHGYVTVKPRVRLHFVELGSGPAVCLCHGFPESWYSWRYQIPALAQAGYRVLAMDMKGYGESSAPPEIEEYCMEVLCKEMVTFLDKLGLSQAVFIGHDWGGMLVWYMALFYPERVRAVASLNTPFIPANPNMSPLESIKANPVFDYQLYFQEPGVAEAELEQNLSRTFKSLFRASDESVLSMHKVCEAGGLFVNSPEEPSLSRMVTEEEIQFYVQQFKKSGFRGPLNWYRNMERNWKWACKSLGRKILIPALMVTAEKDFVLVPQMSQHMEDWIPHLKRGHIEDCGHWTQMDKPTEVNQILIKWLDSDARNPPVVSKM
# sEH activator = soluble epoxide hydrolase (human) activation | P34913 | purified human sEH enzymatic activity, activator screen | activation, % at 2 µM | 91,000 tested, 0.04% active; in the data active means activation above about 37%; further: values of inactives mirror those of a sister screen read the other way
# PLAP act = human PLAP activation. P05187. purified PLAP enzyme, luminescent substrate read-out; stronger effect = higher value. activation fold at 20 µM. 96,000 tested, 1.2% active; in the data active means activation fold above about 2
# S1P2 agonist = agonists of human S1P2 receptor; S1P2-expressing cell line, agonist reporter read-out; activation, % at 4.5 µM; 97,000 tested, 0.46% active; in the data active means activation above about 16%;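 further: 0% = vehicle low control and 100% = maximal reference agonist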
# Target sequence (O95136 whole entry, looked up): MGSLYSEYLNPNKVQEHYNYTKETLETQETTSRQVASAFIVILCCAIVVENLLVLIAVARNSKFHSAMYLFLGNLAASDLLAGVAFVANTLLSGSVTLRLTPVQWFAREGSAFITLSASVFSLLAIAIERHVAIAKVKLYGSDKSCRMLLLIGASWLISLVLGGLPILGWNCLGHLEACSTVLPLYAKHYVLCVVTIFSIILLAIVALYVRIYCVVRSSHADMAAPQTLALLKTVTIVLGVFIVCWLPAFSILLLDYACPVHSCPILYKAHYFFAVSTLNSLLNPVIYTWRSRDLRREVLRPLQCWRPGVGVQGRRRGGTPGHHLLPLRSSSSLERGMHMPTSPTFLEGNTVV
# S1P2 blocker = blocks the human S1P2 receptor. O95136. AID 736. 97,000 tested, 0.21% active. cell-based S1P2 antagonist assay, inhibition at 5 uM. inhibition, % at 5 µM; in the data active means inhibition above about 45%;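 further: CRE beta-lactamase reporter cells expressing human S1P2 stimulated with S1P; 0% = agonist at EC80 alone and 100% = agonist plus reference antagonist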
# Mac1 fbg inh = CD11b/CD18-fibrinogen binding inhibition; 93,000 tested, 0.54% active; K562 CD11b/CD18 adhesion to fibrinogen, ATPlite luminescence; Mn2+ added to activate the integrin; P05107+P11215; AID 1497; inhibition, % at 10 µM;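 active means primary inhibition of 50% or more at 10 µM, then 40% or more on retest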; further: some results filed as inactive read as strong as hits
# PostGolgi yeast = growth inhibition of a yeast mutant, post-Golgi transport screen | 98,000 tested, 0.9% active | post-Golgi transport phenotypic cell assay | inhibition, % at 10 µM;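 further: yeast cells grown in 1536-well plates; yeast grown about 18 h at 30C before absorbance read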
# * = called active by the depositor; . = not tested or not shown. Unless noted, no stated cut-off is given here; in the data, active means inhibition above about 30%; inactive means the rest.
SMILES,PostGolgi ctrl,Ecoli WT expand,sEH inhibitor,sEH activator,PLAP act,S1P2 agonist,S1P2 blocker,Mac1 fbg inh,PostGolgi yeast
Cc1cn(S(=O)(=O)c2ccc(Br)c3ccccc23)cn1,5,6,.,.,1.1,-3,-13,-4,-3
CCOC(=O)Cn1nnc(-c2ccccc2)n1,.,.,-5,5,.,-3,-15,.,.
Cc1ccc(-n2c(=O)c3sccc3n(CC(=O)NCc3ccco3)c2=O)cc1F,-1,0,-11,11,1.1,1,-10,.,-7
Cc1occc1-c1nnc(SCC(=O)N2CCOCC2)n1CCc1ccccc1,30,-15,11,-13,1,-6,17,-37,2
CC(C)OCCCNC(=O)c1c(N)n(/N=C/c2cccs2)c2nc3ccccc3nc12,3,-25,19,-15,1.1,18*,-28,31,-4
O=C(NCc1nnc(SCC(=O)N2CCCC2)o1)c1ccccc1F,-2,6,-4,7,0.9,-4,-6,-4,6
CC1(C)Oc2ccc(NC(=O)C3COc4ccccc4O3)cc2O1 (stereo not drawn),18,-1,42,-44,0.9,-2,14,-4,-6
Cc1ccc(-c2nnc3sc(-c4ccncc4)nn23)cc1,16,6,-5,8,0.9,-8,-15,-5,5
CN1C(=O)CSc2ccc(NC(=O)NCc3ccco3)cc21,2,3,-2,4,1,-1,-18,-10,-1
CC(C)CNS(=O)(=O)c1cc(C(=O)N2CCOCC2)c(Cl)cc1Cl,1,5,0,-2,1.1,-1,-3,-22,-15
Cc1cc(C)n(CC(=O)NCc2cc(-c3nn(C)c(=O)c4ccccc34)ccc2C)n1,0,-11,12,-9,1.2,-1,5,-7,2
CCCCc1nc(N2CCOCC2)c(C#N)c2c1CCCC2,25,5,7,-7,1.2,-6,-26,6,5
CCOC(=O)c1c(C)cc(=O)oc1C,4,6,-8,11,1,-5,-6,-2,14
CCCn1c(N)c(Sc2ccc(Cl)cc2)c(=O)n(CCC)c1=O,2,8,9,-10,0.7,-5,-4,-24,0
CC(C)(C)c1ccc(OCC(=O)O)cc1,12,-11,5,0,1,-6,-8,-9,-8
CC(C)(C)NC(=O)CSc1nnc(NC(=O)CCn2cnc3ccccc3c2=O)s1,2,2,-2,4,1.1,-5,2,9,-8
CCN(CC)C(=O)Oc1ccc2c(=O)c(-c3ccc(OC)cc3)c(C)oc2c1,6,-4,8,-5,1.4,-3,12,-10,7
Cn1c(Sc2ccc(Br)cc2)c(C=O)c2ccccc21,32*,-17,-5,4,1.1,-8,14,52,-2
CCOC(=O)C(C(=O)Nc1ccccc1)C1CCCCC1 (stereo not drawn),-2,2,-5,6,0.8,-7,4,-12,0
COc1ccc(Nc2nc(N3CCCC3)c3ccccc3n2)cc1,7,20,.,.,1.2,.,.,99,0
CC1=C(C(=O)NCCCOC(C)C)C2(CCC(C)CC2)OC1=O (stereo not drawn),6,0,.,.,1.2,.,.,-6,-11
O=C(Nc1cccc(-c2cn3ccccc3n2)c1)C1CC1,8,11,-8,8,1,-3,-5,-41,-1
Cc1ccccc1NC(=O)CSCCO,2,10,-1,0,1.1,-3,-9,6,9
O=C(NCCC1=CCCCC1)C1CCCN(S(=O)(=O)c2ccccc2)C1 (stereo not drawn),4,-8,84*,-83,1.1,-4,-4,-15,12
CN(C1CCCCC1)S(=O)(=O)c1ccccc1,-9,5,-10,10,1,0,13,8,12
COC(=O)c1cccc(NC(=O)C23CC4CC(C2)CC(n2cncn2)(C4)C3)c1,.,.,2,1,.,-3,-13,.,.
CCOC(=O)NC(Nc1ccc(S(N)(=O)=O)cc1)(C(=O)OCC)C(F)(F)F (stereo not drawn),0,1,-4,1,1,-4,-2,-6,32*
Nc1ccc2oc3ccc(N)cc3c(=O)c2c1,2,5,-22,23,0.8,1,-15,10,-6
O=C(CSc1ccccn1)N1CCN(c2ccc(Cl)cc2)CC1,13,-5,-6,3,0.9,-3,1,1,-7
COCCN1CCN(c2c3c(nc4cc(-c5cccc(F)c5)nn24)CCC3)CC1,.,.,26,-24,.,-4,7,.,.
Cc1ccc(O)c(NC(=O)COc2cc(C)ccc2C)c1,0,-1,-2,0,0.8,4,-15,-22,6
Cc1c(/C(O)=C2/C(=O)C(=O)N(CCN3CCOCC3)C2c2cccs2)cnn1-c1ccccc1 (stereo not drawn),-2,-4,-8,13,1.6,-2,-7,-31,-3
CCCC(C)NNC(=O)c1cc2ccccc2[nH]1 (stereo not drawn),5,-7,1,2,1,-7,8,.,19
CCOc1ccc(-n2c(N)c(C(=O)NCc3ccco3)sc2=S)cc1,8,4,12,-9,1,-8,13,.,-2
Nc1nc2ccc([N+](=O)[O-])c(N)c2s1,-1,39,-19,20,0.8,-7,-1,.,-20
CC(C)CN(CC(C)C)S(=O)(=O)N1CCC(C(=O)NCCc2ccc(Cl)cc2)CC1,7,-7,68,-69,1.3,-4,-4,4,-4
O=C1c2ccccc2NC(c2ccccc2)N1/N=C/c1ccccc1 (stereo not drawn),5,-4,0,2,1,-10,7,3,2
O=C(O)CCCCCNS(=O)(=O)c1cccc2nsnc12,2,9,2,-1,1,-1,-3,4,9
Cc1ccc(N2C(=O)c3ccccc3C2Nc2cccnc2)nc1 (stereo not drawn),-1,6,1,-1,1,-9,9,-3,3
COc1ccc(-n2c(=O)c3c4c(sc3n3c(C)nnc23)CCCC4)cc1,.,.,-16,13,.,-3,1,.,.
CC12CNCC(C)(CN(C(c3ccccc3)c3ccccc3)C1)C2,.,.,-20,20,.,-2,-13,.,.
CC(C)N1CC2=C(OC(N)=C(C#N)C2c2cccnc2)/C(=C/c2cccnc2)C1 (stereo not drawn),8,2,.,.,1.3,.,.,6,2
CCCOC1CCCN(C(=O)c2cc(Cl)c(Cl)cc2C(=O)O)C1 (stereo not drawn),2,2,12,-13,1.5,-7,-20,-13,-12
CC1=NN(c2ccc(F)cc2)C(=O)C1C(c1cccc(O)c1)c1c(C)[nH]n(-c2ccc(F)cc2)c1=O (stereo not drawn),35*,7,-9,9,0.9,-8,30,.,-12
CN(C)S(=O)(=O)N(CC(=O)NCc1ccccc1)c1ccccc1,-2,5,-6,7,0.9,1,10,-13,3
Cc1ccc(CCSCC(=O)O)cn1,1,6,-9,8,0.8,0,-7,-26,-6
CCOC(=O)C1=C(C)NC(=O)NC1c1cn(-c2ccccc2)nc1-c1cccs1 (stereo not drawn),20,0,.,.,1.7,.,.,-14,-8
c1ccc2c(c1)nnn2Cc1nnc2sc(-c3ccncc3)nn12,2,-9,-10,8,0.8,-3,16,-14,-5
CC(C)n1c(SCC(=O)Nc2ccccc2N2CCOCC2)nc2c1c(=O)n(C)c(=O)n2C,.,.,-12,11,.,10,-64,.,.
CCN(CC(=O)NC1CCCCCC1)S(=O)(=O)c1ccccc1,6,1,8,-8,0.9,-5,-9,9,21
N#CC1=C(N)S[C@@H](C(=O)c2ccc(F)cc2)[C@@H]1c1cccs1,.,.,0,0,.,-3,1,.,.
COCCn1nnnc1C(c1cc2cccc(C)c2[nH]c1=O)N1CCN(c2ccccc2F)CC1 (stereo not drawn),2,-7,-10,9,1.5,-5,12,3,11
COc1ccc(-n2c(C)c3c(OC)cccc(=O)c3c2C)cc1,34*,-2,8,-7,0.9,-7,3,2,-3
O=C(CN1CCCCC1)N1CCN(C(=O)CN2CCCCC2)CC1,-2,-8,.,.,0.9,-2,16,-10,-2
CCC(=O)Nc1sc2c(c1C#N)CCCCC2,9,2,-9,11,1.3,1,-23,20,-3
COc1ccccc1N(C(=O)c1ccco1)C(C(=O)NC1CCCC1)c1cccnc1 (stereo not drawn),11,-1,-9,10,1,-6,17,-7,2
Cc1cc(CN(C)C)c(O)c(C2(C)CCCCC2)c1,2,13,-4,2,1.2,-3,24,1,4
O=C(NCc1ccco1)c1ccc(CS(=O)(=O)c2cccc(C(F)(F)F)c2)o1,4,15,-6,8,1.1,-2,-10,0,0
CCn1c(N)nc2ccccc21,-9,0,-17,16,0.9,-6,16,-9,5
CCCN(CCC)C(=O)CCS(=O)(=O)c1cccc2nsnc12,7,-9,.,.,0.8,.,.,-2,3

# Three entries from above in another layout:
CC12CNCC(C)(CN(C(c3ccccc3)c3ccccc3)C1)C2
- PostGolgi ctrl: .
- Ecoli WT expand: .
- sEH inhibitor: -20
- sEH activator: 20
- PLAP act: .
- S1P2 agonist: -2
- S1P2 blocker: -13
- Mac1 fbg inh: .
- PostGolgi yeast: .

Cc1ccc(CCSCC(=O)O)cn1
- PostGolgi ctrl: 1
- Ecoli WT expand: 6
- sEH inhibitor: -9
- sEH activator: 8
- PLAP act: 0.8
- S1P2 agonist: 0
- S1P2 blocker: -7
- Mac1 fbg inh: -26
- PostGolgi yeast: -6

O=C(NCc1ccco1)c1ccc(CS(=O)(=O)c2cccc(C(F)(F)F)c2)o1
- PostGolgi ctrl: 4
- Ecoli WT expand: 15
- sEH inhibitor: -6
- sEH activator: 8
- PLAP act: 1.1
- S1P2 agonist: -2
- S1P2 blocker: -10
- Mac1 fbg inh: 0
- PostGolgi yeast: 0

# (next part)
SMILES,PostGolgi ctrl,Ecoli WT expand,sEH inhibitor,sEH activator,PLAP act,S1P2 agonist,S1P2 blocker,Mac1 fbg inh,PostGolgi yeast
Cc1ccc(/C=N/NC(=O)c2csc(C)c2)o1,.,.,67,-65,.,0,-3,.,.
Cc1ccc(-n2nc3c(c2NC(=O)CCC2CCCCC2)CS(=O)C3)cc1 (stereo not drawn),3,-1,-2,1,1.5,-7,-8,-6,6
CC(=O)c1c(C)nc2ccc(Br)cc2c1C(=O)O,2,3,-19,18,1.1,-4,13,-20,4
Nc1nc2ccc(O)cc2s1,.,.,-4,5,.,1,-6,.,.
CCCCCCCCCCSc1n[nH]c(NC(C)=O)n1,4,0,15,-14,2.9*,-2,5,9,-2
S=C(Nc1ccccc1Cl)Nc1ccc(Cl)cc1Cl,6,0,-7,5,1.1,-4,19,-11,1
CCOC(=O)Cc1csc(SCC(=O)Nc2cccc(Cl)c2)n1,4,-1,0,-2,1,-6,-10,44,-1
O=C(CCCOc1ccccc1)Nc1ccc(S(=O)(=O)N2CCOCC2)cc1,7,7,69,-68,1,-2,18,4,2
CC(=O)c1c(C(C)=O)c(C)n(Cc2ccccc2)c1C,5,4,-11,12,0.9,-8,13,4,10
COC(=O)c1c(C)noc1-c1cc(C)on1,5,-2,-3,7,1.1,-4,-6,-13,-4
CC(C)(C)NC(=O)C(c1ccco1)N(C(=O)Cn1nnc(-c2ccc(F)cc2)n1)c1ccccc1 (stereo not drawn),.,.,-8,12,.,-2,5,.,.
N#CC1=C(c2ccccc2)/C(=C/c2ccccc2)OC1=O,51*,-9,-12,13,1.5,-1,19,2,11
Cc1ccc(C)c(NC(=S)NC(NC(=O)N(C)C)C(Cl)(Cl)Cl)c1 (stereo not drawn),1,5,-7,9,1.6,-6,10,-26,-2
Cn1nnnc1SCc1cc(=O)n2ccsc2n1,-3,4,.,.,0.9,-4,16,0,-4
Cc1ccc(Oc2ccc(Oc3ccc(C)cc3)nn2)cc1,14,-5,.,.,0.9,-6,1,.,2
COc1ccc(-c2cc(C(F)(F)F)n3nc(C(=O)O)nc3n2)cc1,3,-4,-5,4,1.2,-4,-25,-6,-3
Cc1ccc(Nc2cc(C)nc3nnnn23)cc1,15,10,5,-9,0.8,-5,18,-20,-12
C=CCOc1c(CNc2nccs2)cccc1OCC,23,11,1,1,0.9,-4,4,4,33*
COc1ccc(CCNS(=O)(=O)c2cccc(C)c2)cc1OC,-4,-1,0,-3,0.9,-4,-34,-26,-10
CN1CCN(C(=O)c2cc3nc(-c4ccccc4)cc(-c4ccccc4)n3n2)CC1,10,-16,-2,-3,1.7,5,-36,-6,-1
O=C(OCCNC(=O)c1ccc2ccccc2n1)c1ccc(F)cc1,26,2,1,-1,1.1,-3,-3,.,2
Cn1c(C(=O)N2CCCC(C(=O)NCCN3CCOCC3)C2)cc2sccc21 (stereo not drawn),4,3,12,-11,1.2,-3,19,-4,11
CCSc1nnc(NC(=O)c2ccco2)s1,4,-4,-5,8,0.8,-5,5,-2,-3
O=C(Nc1ccccn1)c1ccc2ccccc2n1,15,22,7,-8,1.1,-7,6,42,3
N#CC1=C(N)SC(N)=C(C#N)C1C1CC=CCC1 (stereo not drawn),9,0,9,-8,1,-2,3,9,4
